Bioassay records: PubChem, National Center for Advancing Translational Sciences (NCATS)
Nrf2 inh – blocks Nrf2 signaling. Potency, µM (doses to about 46 µM), for inactives: at the highest dose activity change, negative = inhibition, most hits filed as inhibitors. actives 2.1% (n = 360,000). A549 ARE-Fluc reporter, luciferase luminescence, 18-24 h; further: potency means the concentration at half of the fitted maximal effect; on the % scale 0 is the no-effect control and ±100 the full control effect; nearly all actives have a fitted effect of over 60% in size
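Nrf2 function is reported as luminescence of an ARE-controlled luciferase in A549 cells. Compounds were tested at several concentrations, and a CellTiter-Fluor read on the same wells flagged cytotoxicity.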
EPAC2 ag – activates human EPAC2 exchange factor; Q8WZA2; EPAC2 activation, biochemical qHTS; response scale: 100% = 6.5 mM cAMP response; Potency, µM (titrated, usually from 154 µM), without a hit: top-dose activation, most hits filed as activators; actives 0.079% (n = 360,000); AID 720711; further: potency means the concentration at half of the fitted maximal effect; nearly all actives have a fitted effect of over 50% in size
Target sequence (Q8WZA2 whole entry, looked up): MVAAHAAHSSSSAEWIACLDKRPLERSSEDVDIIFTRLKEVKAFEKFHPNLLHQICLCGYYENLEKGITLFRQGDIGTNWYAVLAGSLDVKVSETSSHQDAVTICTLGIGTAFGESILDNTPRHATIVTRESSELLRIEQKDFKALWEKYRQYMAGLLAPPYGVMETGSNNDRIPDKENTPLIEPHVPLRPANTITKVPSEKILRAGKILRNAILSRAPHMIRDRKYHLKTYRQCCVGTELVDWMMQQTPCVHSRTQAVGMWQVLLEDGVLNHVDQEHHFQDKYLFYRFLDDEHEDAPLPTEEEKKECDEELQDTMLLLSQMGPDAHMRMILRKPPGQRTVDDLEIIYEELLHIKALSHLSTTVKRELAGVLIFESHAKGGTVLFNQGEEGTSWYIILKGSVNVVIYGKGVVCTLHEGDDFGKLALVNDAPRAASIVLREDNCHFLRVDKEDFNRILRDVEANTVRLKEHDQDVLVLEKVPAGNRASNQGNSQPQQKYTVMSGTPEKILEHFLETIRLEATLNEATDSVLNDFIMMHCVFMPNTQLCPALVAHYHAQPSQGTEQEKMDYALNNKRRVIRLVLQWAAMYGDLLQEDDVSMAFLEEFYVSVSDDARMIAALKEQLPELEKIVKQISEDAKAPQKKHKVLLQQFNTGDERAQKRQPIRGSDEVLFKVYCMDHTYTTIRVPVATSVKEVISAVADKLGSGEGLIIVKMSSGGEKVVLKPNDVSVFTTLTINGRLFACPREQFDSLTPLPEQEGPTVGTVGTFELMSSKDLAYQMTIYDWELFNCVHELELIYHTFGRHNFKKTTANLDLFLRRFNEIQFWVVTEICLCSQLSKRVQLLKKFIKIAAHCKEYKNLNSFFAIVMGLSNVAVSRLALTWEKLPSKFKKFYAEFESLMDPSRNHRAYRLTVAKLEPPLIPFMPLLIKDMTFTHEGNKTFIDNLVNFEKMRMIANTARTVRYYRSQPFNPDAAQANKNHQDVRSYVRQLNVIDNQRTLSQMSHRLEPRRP
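Compounds were added across a concentration range to EPAC2 (100 nM), RAP1B-BODIPY-GDP (250 nM) and GDP (50 uM). After 5 min at room temperature, fluorescence was recorded at 5-min intervals for 30 min.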
CCT chaperon mod – changes cytosolic chaperonin activity | actives 0.3% (n = 360,000) | activity change, % (concentration not given with the values), hits read low | AID 651819 | purified chaperonin ATPase assay, HTRF ADP detection, 30 min; in the data active means activity change below about -30%; further: on the % scale 0 is the no-effect control and ±100 the full control effect
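We incubate TRiC, 40 or 20 nM final, with library compounds at 76 uM and 10 uM ATP for 30 min at 37 °C. ADP formed is detected with Transcreener HTRF reagents after 30 min at room temperature.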
Nrf2 activator – Nrf2 pathway activation; Potency, µM (top dose mostly 46.1 µM), for the others: top-dose activation, most hits filed as activators; actives 0.31% (n = 410,000); AREc32 ARE-luciferase reporter (MCF7-derived line), luminescence, 24 h; AID 624171; further: potency means the concentration at half of the fitted maximal effect; % of control where 0% means no effect; nearly all actives have a fitted effect of over 65% in size
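For detection, Steady-Glo was added and plates sat 30 min at RT; before that, AREc32_Fluc cells grown overnight in OPTI-MEM/5% FBS had been treated with 23 nL compound for 24 hr at 37 deg C.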
Mm-Cpn inhibitor – inhibitors of Methanococcus maripaludis chaperonin (MmCpn); actives 0.031% (n = 330,000); Potency, µM (titrated, usually from 76.9 µM), without a hit: top-dose activity, negative = inhibition, most hits filed as inhibitors; purified Mm-Cpn ATPase, ADP Transcreener TR-FRET; further: potency means the concentration at half of the fitted maximal effect; on the % scale 0 is the no-effect control and ±100 the full control effect; nearly all actives have a fitted effect of over 80% in size
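Eu-cryptate anti-ADP/ADP-d2 competition gives a ratio inversely related to ADP. Enzyme at 25 nM was pre-exposed to compound for 10 min, then given 10 uM ATP for 30 min, 37°C throughout.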
Akt phos inh – blocks phosphorylation of Akt; Neuro2A IGF-stimulated pAkt S473 HTRF, 20 min; stronger effect = lower value; activity change, % for hits at 50 µM; actives 0.32% (n = 360,000); AID 651550; in the data active means activity change below about -80%; inconclusive means mostly about -51% to -80%; further: on the % scale 0 is the no-effect control and ±100 the full control effect
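Neuro2A cells in DMEM with 0.5% FBS, overnight at 37 deg C, given compound at single 50 µM final, then IGF (6 nM final) for 20 min at 37 deg C. Lysed; phospho-Akt Ser473 by HTRF after 24 h, 665/615 ratio.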
EPAC2 antagonist – blocks human EPAC2 exchange factor; Q8WZA2; EPAC2 GEF exchange of Rap1B-BODIPY-GDP, fluorescence; Potency, µM (top dose mostly 114 µM), for inactives: top-dose activity, negative = inhibition, usual class: inhibitors; actives 0.18% (n = 360,000); AID 720708; further: potency means the concentration at half of the fitted maximal effect; on the % scale 0 is the no-effect control and ±100 the full control effect; nearly all actives have a fitted effect of over 45% in size; many of its hits are not listed in these tables
TGFb SMAD3 inh – inhibitors of TGF-b signaling | Potency, µM (series often up to 46.1 µM), inactives show at the top dose activity, negative = inhibition, hits mostly inhibitors | AID 588855 | actives 1.2% (n = 410,000) | HepG2 CAGA-GFP TGF-b/SMAD3 reporter, GFP fluorescence, 18 h; TGF-beta stimulated, 500 pg/mL final; further: potency means the concentration at half of the fitted maximal effect; on the % scale 0 is the no-effect control and ±100 the full control effect; nearly all actives have a fitted effect of over 65% in size
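Using HEPG2 CAGA-GFP reporter cells at 1000 cells/well, we pinned test compounds, stimulated with recombinant TGF-beta (500 pg/mL final) and measured total well GFP after 18 h.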
A549 tox – kills or reduces viability of A549 cells in Nrf2 counter-screen; A549 ARE-Fluc cells, CellTiter-Fluor viability, 18-24 h; Potency, µM (highest dose often 46 µM), without a hit: at the top dose activity change, negative = cytotoxicity, hits mostly inhibitors; actives 0.16% (n = 390,000); further: potency means the concentration at half of the fitted maximal effect; on the % scale 0 is the no-effect control and ±100 the full control effect
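A549 ARE_Fluc cells in 5% FBS OPTI-MEM were exposed to compounds in concentration-response for 18-24 h at 37 deg C. Viability was read by CellTiter-Fluor fluorescence (Ex 405/Em 525) after 30 min, before the luciferase read.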
Active calls of the source: *; i = inactive; ? = inconclusive; · = not tested or not shown; & = joins results of further samples; [ ] = another dose, or the depositor's remark. Unless noted, the call rests on the fitted dose curve; in most records, active means well fitted curve in the direction sought with a large enough effect; inconclusive means small, poorly fitted or top-dose-only effect, or another doubt; inactive means no such curve, though single readings can be large; an effect the other way counts as inactive or inconclusive. Only part of the results is shown; the hit share may differ from the screen's.

SMILES | Nrf2 inh | EPAC2 ag | CCT chaperon mod | Nrf2 activator | Mm-Cpn inhibitor | Akt phos inh | EPAC2 antagonist | TGFb SMAD3 inh | A549 tox
O=C(NCCNc1ccc(Cl)cc1[N+](=O)[O-])c1cccnc1 | -10% | 0% | -4.3 | 3.1% | -5% | i | -17% | -1% | -13%
Cc1ccccc1-c1nc(CS(=O)(=O)CC(=O)NCCCN2CCOCC2)c(C)o1 | 3% | 9% | 0.3 | 0.0% | -2% | i | 6% | 13% | -1%
COc1ccccc1-n1c(SCC(=O)NC(C)(C)C)nc(O)cc1=O | 10% | -2% | 1.1 | -0.5% | -2% | · | 0% | -5% | -4%
Cc1ccc(-n2nc3c(=O)n(CCCC(=O)NCc4cccc(Cl)c4)nc(C)c3c2C)cc1 | -4% | 6% | -1.2 | 4.6% | 1% | i | -16% | -41% | -7%
COc1cccc2oc3ccc(C#Cc4ccccn4)cc3c(=O)c12 | ? | 4% | -1.5 | 5.6% | ? | i | 8% | -23% | 2%
O=C(NCc1ccc2c(c1)OCO2)c1nc(Cn2cc([N+](=O)[O-])cn2)no1 | 18% | 7% | -1.2 | -0.8% | 0% | i | 2% | -4% | 6%
CCC(c1nnnn1-c1ccc2c(c1)OCCO2)N1CCN(c2ccc(C)cc2)CC1 (stereo not given) | · | 23% | -0.2 | 3.2% | · | i | 2% | · | ·
Cc1c(NC(=S)NC(=O)c2cccc3ccccc23)cccc1C(=O)O | -3% | -2% | 3.2 | 0.0% | 0% | i | 10% | 2% | 2%
O=C(CN(Cc1ccco1)C(=O)CNS(=O)(=O)c1ccccc1)NCc1ccccc1 | -9% | -15% | -0.6 | -0.3% | 1% | -120%* | -1% | -2% | 3%
COc1ccc(CN2C(=O)c3cccnc3C2=O)cc1S(=O)(=O)N1CCCCC1C (stereo not given) | -2% | 3% | 1.0 | -0.4% | -5% | i | -3% | 13% | 6%
COC(=O)c1ccc(CNC(=O)COC(=O)c2ccc(N(C)C)cc2)cc1 | ? | -8% | -6.7 | 0.0% | 0% | i | -6% | -2% | -16%
O=C(C1CCN(c2ncnc3c2nc2n3CCCCC2)CC1)N1CCN(c2cccc(Cl)c2)CC1 | ? | 9% | -1.3 | -1.5%&0.8% | 0% | · | -9% | ? | 1%&-1%

6 structures from above, sorted by formula weight, low to high.
SMILES | Nrf2 inh | EPAC2 ag | CCT chaperon mod | Nrf2 activator | Mm-Cpn inhibitor | Akt phos inh | EPAC2 antagonist | TGFb SMAD3 inh | A549 tox
COc1ccccc1-n1c(SCC(=O)NC(C)(C)C)nc(O)cc1=O | 10% | -2% | 1.1 | -0.5% | -2% | · | 0% | -5% | -4%
COC(=O)c1ccc(CNC(=O)COC(=O)c2ccc(N(C)C)cc2)cc1 | ? | -8% | -6.7 | 0.0% | 0% | i | -6% | -2% | -16%
CCC(c1nnnn1-c1ccc2c(c1)OCCO2)N1CCN(c2ccc(C)cc2)CC1 (stereo not given) | · | 23% | -0.2 | 3.2% | · | i | 2% | · | ·
Cc1ccccc1-c1nc(CS(=O)(=O)CC(=O)NCCCN2CCOCC2)c(C)o1 | 3% | 9% | 0.3 | 0.0% | -2% | i | 6% | 13% | -1%
Cc1ccc(-n2nc3c(=O)n(CCCC(=O)NCc4cccc(Cl)c4)nc(C)c3c2C)cc1 | -4% | 6% | -1.2 | 4.6% | 1% | i | -16% | -41% | -7%
O=C(C1CCN(c2ncnc3c2nc2n3CCCCC2)CC1)N1CCN(c2cccc(Cl)c2)CC1 | ? | 9% | -1.3 | -1.5%&0.8% | 0% | · | -9% | ? | 1%&-1%

Remaining list, next part.
SMILES | Nrf2 inh | EPAC2 ag | CCT chaperon mod | Nrf2 activator | Mm-Cpn inhibitor | Akt phos inh | EPAC2 antagonist | TGFb SMAD3 inh | A549 tox
COCCNC(=O)c1cc2cc(Cl)cc(Cl)c2oc1=O | 1% | 7% | -0.8 | 1.9% | -4% | i | 3% | 0% | -1%
COc1cccc(C=Nc2ccc(N3CCOCC3)cc2)c1O | 4% | 1% | -2.4 | -0.8% | 1% | i | 9% | 5% | -1%
O=S(=O)(NC1CCN(Cc2ccccc2)CC1)c1cccc(S(=O)(=O)N2CCOCC2)c1 | 11% | 7% | -1.6 | 0.5% | 3% | i | -5% | 1% | -2%
Cc1ccc2oc(/N=C(\N)NC(=O)C(C)(C)C)nc2c1 | 13µM* | 2% | -1.1 | -1.4% | 0% | i | 3% | 0% | 0%
Clc1ccc(-c2nc3ccccn3c2Nc2ccc3c(c2)OCCO3)s1 | ? | · | · | 9.5% | · | · | · | -2% | 7%
O=C(COc1ccccc1Cl)OCc1cc(=O)n2nc(C3CCCCC3)sc2n1 | ? | · | · | -1.6% | · | · | · | ? | 1%
CCCN(Cc1ccc(C)cc1)C(=O)c1ccc(CNS(=O)(=O)c2ccc(C(C)=O)cc2)cc1 | -4% | 11% | -0.4 | 6.7% | 0% | i | -27% | -20% | 3%
O=C(NCc1cccnc1)c1cccc2c1C(=O)N(C1CCCCC1)C2 | 22% | -9% | -0.9 | -0.3% | 2% | i | 0% | 1% | 7%
Cc1cc2cc(CN(CCCO)S(=O)(=O)c3cccc4nsnc34)c(=O)[nH]c2cc1C | -11% | 5% | -1.5 | 2.6% | 0% | i | -3% | ? | -1%
Cc1cc(N2C(=O)C3CC=CCC3C2=O)no1 (stereo not given) | 19% | 7% | -3.5 | 0.2% | 0% | i | 3% | -7% | 16%
CC(C)N1CCC(N2CCN(C/C=C/c3ccc(F)cc3)CC2CCO)CC1 (stereo not given) | ? | 7% | 1.2 | -0.4% | 3% | i | -16% | 2% | -9%
CC1=C(C)C(=O)C(CCCCC#CCCCC#CCO)=C(C)C1=O | -10% | 12% | -0.9 | 9.5% | 1% | i | -28% | ? | 1%
O=C1COc2ccc(C(=O)COC(=O)c3sc4ccccc4c3Cl)cc2N1 | -15% | 7% | 0.1 | -1.8% | -6% | i | 6% | 8% | 1%
CN(CC(=O)NCc1ccccn1)S(=O)(=O)c1ccc(Cl)cc1 | 2% | 2% | -0.2 | -0.2% | 1% | i | 0%[57.1 µM] | 11% | -5%
CSCCC(NC(=O)COc1ccccc1)C(=O)NCCOc1ccc(C)cc1 (stereo not given) | 3% | -2% | 0.4 | 0.1% | -5% | i | -16% | -9% | -1%
O=C(CCCc1ccccc1)NCc1ccc2c(c1)OCO2 | 5% | 11% | 3.6 | 0.1% | 2% | i | 11% | 5% | 15%
O=C(CSc1nc2nccnc2c(=O)n1Cc1cccs1)Nc1ccccc1 | -1% | 12% | -1.8 | 3.5% | -1% | i | 8% | -6% | 1%
O=C(NC1CCCCC1)C(c1ccccc1F)N(Cc1ccco1)C(=O)c1ccccn1 (stereo not given) | 1% | -4% | -3.4 | 0.0% | -1% | i | -2% | 0% | -6%
O=C(NCC(O)c1ccccc1)c1ccccc1 (stereo not given) | ? | 11% | 1.2 | 0.3% | 0% | i | 1% | 9% | 0%
CCc1noc(C)c1C(=O)NNC(=O)COc1ccccc1C | 9% | 0% | -0.2 | -1.1% | 3% | i | 5% | 12% | 9%
c1ccc(-c2nc3c(ccc4ccccc43)[nH]2)nc1 | ? | -8% | 0.9 | 5.6% | -3% | i | -10% | ? | 3%
CC1CC(Nc2ccccc2)=CC(=O)O1 (stereo not given) | -5% | -8% | 1.4 | -0.4% | 3% | i | 2% | 2% | -1%
Cc1oc(-c2cccs2)nc1CN1CC[C@@](O)(c2ccccc2)[C@H]2CCCC[C@@H]21 | -4% | 2% | -1.6 | ? | -2% | i | 7% | -22% | 0%
CC(=O)Nc1ccc(OC(=O)Cc2ccc(Cl)cc2)cc1 | 1% | 9% | 0.4 | 0.1%[9.22 µM] | 0% | i | 8% | -4% | 8%
COc1ccc(Cl)cc1C(=O)C1CCCN(Cc2cnc(N3CCOCC3)s2)C1 (stereo not given) | -27% | 19% | -3.4 | 2.0% | -18% | i | -8% | -9% | -2%
COc1ccc(CN2C(=O)c3cccnc3C2=O)cc1S(=O)(=O)N1CCOc2ccccc21 | ? | 8% | -1.1 | 0.3% | -2% | · | 4% | 2% | -18%
CCN(CC(=O)NCc1ccccn1)S(=O)(=O)c1ccc(OC)cc1 | -5% | 8% | 1.9 | -2.5% | 0% | i | 0% | -7% | 4%
CCN(CC)C(=O)CC(c1ccc(OC)cc1)c1c(OC)cc(OC)c2ccc(=O)oc12 (stereo not given) | -8%&7% | 3% | -1.2 | 6.4% | -1% | i | 9% | 2%&8% | ?
O=S(=O)(N/N=C/c1cccc(OC2CSC2)c1)c1ccccc1 | -10% | 5% | -3.2 | 0.4% | 1% | i | -10% | -10% | -5%
O=C(CSc1nc2ccccc2c(=O)n1CCCO)Nc1ccc2c(c1)OCCO2 | -14% | 13% | -0.5 | 4.1% | -19% | i | -2% | 10% | 0%
COc1cc2c(cc1OC)C(C)N(S(=O)(=O)c1cn(C)cn1)CC2 (stereo not given) | -20% | 10% | -0.7 | -0.1% | 1% | i | 2% | -3% | -5%
Cc1ccc(NC(=O)N/C=C/c2ccco2)cc1C | 6% | 0% | -1.7 | 3.2% | 1% | i | 0% | 2% | -5%
CCCCNCc1ccc(SC)cc1 | -1% | 11% | -0.1 | -0.4% | ? | i | -5% | 3% | 7%
O=C(Nc1nc2ccc([N+](=O)[O-])cc2s1)c1ccncc1 | ? | 0% | 1.2 | 2.6% | 1% | i | 4% | 1% | 0%
COc1cc(CC(=O)OCC(=O)N2CCCCC2C)cc(OC)c1OC (stereo not given) | -1% | -1% | 2.8 | 0.2% | 2% | i | 11% | -22% | -2%
